FUS suppressor – rescues growth of FUS-expressing yeast; 390,000 tested, 0.24% active; AID 1347120; S. cerevisiae FUS-expressing, growth rescue, OD600, 24 h; Potency, µM (doses to about 76.6 µM), inactives show top-dose growth rescue (activation), usual class: activators;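 also: potency is read from the fitted curve at half-maximal effect; plate controls were DMSO vehicle for no effect and reference control for full effect; nearly all actives have a fitted effect of over 55% in size; some results filed as inactive show a strong effect at the top dose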
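Compound concentration series was pinned onto galactose-induced FUS-expressing yeast seeded at OD 0.005. Plates sat 24hr at 30C; absorbance at 600 nm gave growth. DMSO served as background control.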
aSyn yeast inh – alpha-synuclein toxicity inhibition in yeast; Yeast expressing alpha-synuclein, growth rescue, BacTiter-Glo, 24 h; Potency, µM (doses to about 46.1 µM), for the others: top-dose growth rescue (activation), hits mostly activators; 370,000 tested, 0.14% active; AID 652106; also: potency is read from the fitted curve at half-maximal effect; % of control where 0% means no effect; nearly all actives have a fitted effect of over 65% in size
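Readout is rescue of growth in alpha-synuclein-expressing yeast, so inhibitors of toxicity appear as activators. Growth after 24 hr at 30 deg C in galactose medium is quantified by luminescence.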
GLP1R inv ag – inverse agonists of human GLP-1 receptor. P43220. HEK293 GLP-1R CRE-luciferase, luminescence, 24 h; GLP-1R form is constitutively active. Potency, µM (top dose mostly 38.3 µM), inactives show at the top dose activity change, negative = inhibition, most hits filed as inhibitors. 410,000 tested, 1.6% active; also: potency is read from the fitted curve at half-maximal effect; % is scaled to controls: 0 for no effect and ±100 for the full control effect; nearly all actives have a fitted effect of over 55% in size
Target sequence (P43220 whole entry, looked up): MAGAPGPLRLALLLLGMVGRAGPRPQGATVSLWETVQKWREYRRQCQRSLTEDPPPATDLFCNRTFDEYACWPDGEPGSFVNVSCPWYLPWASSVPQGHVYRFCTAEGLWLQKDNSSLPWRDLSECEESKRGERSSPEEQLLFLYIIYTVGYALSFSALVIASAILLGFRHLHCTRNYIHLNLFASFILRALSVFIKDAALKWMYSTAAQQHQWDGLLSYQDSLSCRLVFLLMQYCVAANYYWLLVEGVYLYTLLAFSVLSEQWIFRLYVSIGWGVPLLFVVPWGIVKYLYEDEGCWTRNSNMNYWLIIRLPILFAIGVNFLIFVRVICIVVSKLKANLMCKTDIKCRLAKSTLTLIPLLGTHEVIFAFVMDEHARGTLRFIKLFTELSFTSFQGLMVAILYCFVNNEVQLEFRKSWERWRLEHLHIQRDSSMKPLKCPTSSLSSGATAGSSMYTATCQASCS
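HEK293 cells stably co-expressing a cAMP-responsive luciferase reporter and constitutively active GLP-1R were seeded, incubated 12 h, then exposed to compounds for 24 h at 37 C. Luminescence was read 12 min after detection reagent; inverse agonists lower signal.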
GLP1R cytotox – cytotoxicity in counter-screen for GLP-1R inverse agonists. Potency, µM (highest dose often 38.3 µM), without a hit: at the highest dose activity change, negative = inhibition, most hits filed as inhibitors. 410,000 tested, 0.13% active. AID 624418. HEK293 cAMP-luciferase reporter cells, luminescence, 24 h;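 also: loss of luciferase light is scored as toxicity; potency is read from the fitted curve at half-maximal effect; % is scaled to controls: 0 for no effect and ±100 for the full control effect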
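Quantitative HTS format, 1536 wells, 200 cells/uL seeded. Compounds: 23 nL, 24 h, 37 °C. Detection: luciferase reagent, luminescence at 12 min RT; decreased signal taken as cytotoxic.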
Abeta yeast res – compounds reversing amyloid beta toxicity in yeast | yeast expressing A-beta42, growth rescue, OD600, 48 h; response scale: 0% DMSO, 100% iron-clioquinol control | Potency, µM (doses to about 46.1 µM), without a hit: at the highest dose growth rescue, hits mostly activators | 410,000 tested, 0.063% active | AID 1347071; also: potency is read from the fitted curve at half-maximal effect; nearly all actives have a fitted effect of over 55% in size
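Yeast A-beta toxicity model in growth medium with pinned compounds, 48 h at 30 C; growth read as absorbance at 600 nm. Normalized to FeCl3/clioquinol equimolar mix (positive) and DMSO (negative).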
Mm-Cpn inhibitor – M. maripaludis TRiC chaperonin inhibition; purified Mm-Cpn ATPase, ADP Transcreener TR-FRET; 330,000 tested, 0.031% active; Potency, µM (titrated, usually from 76.9 µM), for the others: at the top dose activity, negative = inhibition, hits mostly inhibitors; also: potency is read from the fitted curve at half-maximal effect; % is scaled to controls: 0 for no effect and ±100 for the full control effect; nearly all actives have a fitted effect of over 80% in size
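Compound-treated chaperonin, 25 nM final, turns over 10 uM ATP at 37°C for 30 min following a 10 min preincubation; ADP generated competes with ADP-d2 for Eu-cryptate antibody, lowering FRET.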
PTHR1 agonist – PTHR1 (human) receptor agonism; 410,000 tested, 0.075% active; Potency, µM (series often up to 115 µM), for inactives: at the top dose activation, actives largely listed as activators; HEK293 GP2 PTHR1 cells, GloSensor cAMP luminescence, 1 h; AID 743266; Q03431; also: potency is read from the fitted curve at half-maximal effect; nearly all actives have a fitted effect of over 55% in size; some results filed as inactive show a strong effect at the top dose; inactives centre near -15; many of its hits are not listed in these tables
Target sequence (Q03431 whole entry, looked up): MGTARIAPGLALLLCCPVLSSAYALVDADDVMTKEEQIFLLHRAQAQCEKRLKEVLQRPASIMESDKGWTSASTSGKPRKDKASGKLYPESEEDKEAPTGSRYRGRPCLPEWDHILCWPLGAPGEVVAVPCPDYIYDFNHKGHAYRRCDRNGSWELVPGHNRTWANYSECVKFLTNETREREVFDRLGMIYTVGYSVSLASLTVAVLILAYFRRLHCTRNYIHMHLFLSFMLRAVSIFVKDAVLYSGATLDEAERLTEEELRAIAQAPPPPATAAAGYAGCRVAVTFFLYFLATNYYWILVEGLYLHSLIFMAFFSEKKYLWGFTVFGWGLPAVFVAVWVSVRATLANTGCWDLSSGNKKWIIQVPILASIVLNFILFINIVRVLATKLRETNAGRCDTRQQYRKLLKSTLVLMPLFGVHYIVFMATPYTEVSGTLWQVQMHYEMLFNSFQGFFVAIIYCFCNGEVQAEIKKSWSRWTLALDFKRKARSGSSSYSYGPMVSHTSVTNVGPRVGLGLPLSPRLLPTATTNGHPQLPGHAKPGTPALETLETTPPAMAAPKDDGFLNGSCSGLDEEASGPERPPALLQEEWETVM
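HEK-293-derived GP2 cells expressing PTHR1 and a GloSensor cAMP reporter, 3,000/well, plated overnight, given luciferin plus IBMX (each 0.5 mM as added) for 1 h at 37 °C, then compound for 1 h at 37 °C. Luminescence was read after 15 min at room temperature.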
TDP43 rescue – TDP-43 toxicity inhibition in yeast | TDP-43 expressing yeast growth rescue, BacTiter-Glo, 24 h | Potency, µM (titrated, usually from 46.1 µM), without a hit: at the top dose growth rescue (activation), actives largely listed as activators | 410,000 tested, 1.8% active; also: potency is read from the fitted curve at half-maximal effect; % of control where 0% means no effect; nearly all actives have a fitted effect of over 50% in size
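Yeast expressing TDP-43 (pregrown in raffinose, seeded at OD600=0.02 in galactose medium) exposed to compounds 24 hr at 30 deg C. Growth read by BacTiter-Glo luminescence; rescue of toxicity appears as increased signal.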
Akt phos inh – Akt phosphorylation inhibition | Neuro2A IGF-stimulated pAkt S473 HTRF, 20 min; hits give low values | AID 651550 | 360,000 tested, 0.32% active | activity change, % for hits at 50 µM; in the data active = activity change below about -80%; inconclusive = mostly about -51% to -80%; also: % is scaled to controls: 0 for no effect and ±100 for the full control effect
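Neuro2A cells (4,500/well, DMEM with 0.5% FBS) were treated with compound at a single 50 µM final concentration, stimulated with 6 nM IGF for 20 min at 37 °C, and lysed. Phospho-Akt Ser473 was read by HTRF as 665/615 ratio ×10^4.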
Numbers without * were called inactive; i = inactive; ? = inconclusive; · = no result given; & = joins results of further samples; [ ] = remark or other dose. Unless noted, calls follow the shape of the dose curve; as a rule, active = well fitted curve in the direction sought with a large enough effect; inconclusive = small, poorly fitted or top-dose-only effect, or another doubt; inactive = no such curve, though single readings can be large; an effect the other way counts as inactive or inconclusive.

canonical_smiles	aSyn yeast inh	FUS suppressor	Abeta yeast res	Mm-Cpn inhibitor	PTHR1 agonist	Akt phos inh	GLP1R cytotox	TDP43 rescue	GLP1R inv ag
COc1cccc(CNC(=O)CCS(=O)(=O)c2cccs2)c1	-1%	0%	20%	2%	0%[57.5 µM]	i	-22%	3%	3%
CCCCNC(=O)Cc1cc(=O)[nH]c(=O)[nH]1	-10%	-25%	-1%	2%	-16%	i	6%	7%	19%
CCN1CCN(S(=O)(=O)c2ccc(Cl)c(C(=O)NC3CC3)c2)CC1	-10%	·	0%	1%	i	i	-14%	9%	5%
CCCCCc1cc(=O)oc2c(C(CCN(CC)CC)c3cc(OC)c(OC)c(OC)c3)c(OC)cc(OC)c12 (stereo unspecified)	-13%	28%	6%	-1%	i	i	?	8%	?
Cc1ccc(C)c(N(CC(=O)NN=C2CCN(C)CC2)S(=O)(=O)c2ccccc2)c1	-1%	8%	20%	0%	?	i	8%	11%	2%
O=C(NCc1ccccc1)c1ccc(CNc2c(N3CCCC3)c(=O)c2=O)cc1	5%	-26%	-8%	0%	i	i	5%	6%	-21%
CCOCCCNC(=O)c1c(NC(=O)c2cc(=O)c3ccccc3o2)sc2c1CCC2	·	-4%	2%	·	i	·	7%	23%	6%
O=C(Cc1ccccc1)Nc1ccc(Cl)cn1	-1%	9%	?	0%	-41%[inhibitor]	i	-5%	0%	-9%
O=S(=O)(Nc1ccc(Br)cn1)c1ccc(Cl)s1	5%	-1%	-19%	1%	-29%	i	6%	11µM*	-16%
Cc1cc(C)c(NC(=S)NCCCSC2CCCCC2)c(C)c1	-14%	30%	21%	1%	-23%	i	?	2%	?
Cc1ccc2c(c1)N(CC(=O)NCCc1c[nH]c3ccccc13)C(=O)CO2	3%	12%	0%	1%	i	i	-20%	-23%	?
COc1ccc(OC)c(C(=O)c2ccc(C(=O)N3CCCCC3)cc2)c1	0%	10%	-13%	-1%	-5%	i	13%	28%	30%[activator]
O=C(NCc1ccccc1Cl)C1CCC(=O)N1Cc1ccc(F)cc1 (stereo unspecified)	-4%	-29%	0%	0%	i	i	-14%	0%	10%
CCc1cccc2c(C#N)cn(CC(=O)NCCOC)c12	2%	13%	7%	-1%	i	i	14%	-11%	-11%
CCN(CC)CCOCCn1c(C)ccc1C	1%	13%	11%	·	-6%	i	-8%	-10%	53%[activator]
COc1cc(NC(=O)CC(C)S(=O)(=O)c2ccc3c(c2)CCN3C(C)=O)cc(OC)c1OC (stereo unspecified)	·	15%	-13%	·	-8%	·	5%	9%	2%
CCc1cccc(N(C(=O)c2csnn2)C(C(=O)NC(C)(C)C)c2ccccn2)c1 (stereo unspecified)	4%	5%	0%	0%	i	i	5%	-15%	5%
CN(C(=O)CN1C(=O)c2ccccc2S1(=O)=O)c1ccccc1C(=O)O	5%	15%	9%	-2%	-16%	i	7%	-12%	0%
Cc1ccc(OCCCN2CCCC2)c(C)c1	-13%	-22%	-5%	0%	-11%[57.5 µM]	i	-7%	5%	-5%
COCCCNC(=O)CC1C[C@H](C(=O)N2CCCCC2)[C@@]2(C)c3[nH]c4ccc(OC)cc4c3CCN2C1=O (stereo partly specified)	0%	4%	1%	2%	i	i	16%	21%	12%
COCCn1c(C)cc(O)c(C(c2ccc(OC)cc2)N2CCN(c3ccccc3)CC2)c1=O (stereo unspecified)	·	27%	20%	·	-23%	·	9%	15%	-7%
O=C(N1CCN(c2ccccn2)CC1)N1c2ccccc2Sc2ccccc21	12%	37%	0%	-6%	i	i	-24%	-15%	?
CC(C)Cc1nnc(NC(=O)CSc2nc(O)c(Cc3ccccc3)c(=O)[nH]2)s1	0%	22%	-4%	0%	i	i	4%	-7%	0%
CCCc1nc(SCC(=O)c2ccc3c(c2)NC(=O)CO3)[nH]c(=O)c1CC	9%	20%	-2%	·	i	i	-1%	-6%	-1%
COc1ccc(NC(=S)NC(=O)CC(C)C)c(OC)c1	1%	-1%	5%	0%	-22%	i	9%[7.66 µM]	-12%[9.22 µM]	-6%[7.66 µM]

As entered above.
COc1ccc(OC)c(C(=O)c2ccc(C(=O)N3CCCCC3)cc2)c1 @ TDP43 rescue = 28%
COc1ccc(NC(=S)NC(=O)CC(C)C)c(OC)c1 @ TDP43 rescue = -12%[9.22 µM]

Further compounds.
canonical_smiles	aSyn yeast inh	FUS suppressor	Abeta yeast res	Mm-Cpn inhibitor	PTHR1 agonist	Akt phos inh	GLP1R cytotox	TDP43 rescue	GLP1R inv ag
CCCNC(=O)Nc1nnc(C2CC2)s1	-7%	-7%	-2%	-1%	i	i	6%	8%	20%
Cc1ccc(/C(N)=N/OC(=O)CN(C)S(=O)(=O)c2ccc(C)cc2)cc1	11%	15%	-12%	0%	-46%[inhibitor]	i	-3%	?	?
CC(C)(C)c1cc(CCC(=O)N2CCNCC2)c(C(C)(C)C)cc1O	10%	16%	14%	1%	i	i	-28%	17%	?
CCOC(=O)CSc1nc(C)[nH]c1[N+](=O)[O-]	-9%	-17%	-4%	1%	0%	i	?	-2%	15%
CC(=O)OCC#CCSc1nc2ccccc2n1C	-4%	·	-11%	-1%[15.4 µM]	i	i	-6%	5%	14%
CCS(=O)(=O)c1nc(S(=O)(=O)c2ccc(Cl)cc2)c(NCc2ccccc2Cl)s1	·	2%	0%	·	i	·	21%	19%	7%
CC1C(c2ccccc2)=NNc2nc3c(c(=O)n(C)c(=O)n3C)n21 (stereo unspecified)	5%	-22%	-8%	-1%	i	i	-2%	6%	1%
CCCCNC(=O)c1ccc(N2CCC3(CC2)OCCO3)c([N+](=O)[O-])c1	1%	14%	16%	0%	i	i	9%[1.53 µM]	21%	-20%
CCCn1c(=O)c(C(=O)OCC)c(O)c2cc(Br)ccc21	-16%	23%	-43%[inhibitor]	-3%	-38%[inhibitor]	i	2%	-1%[0.397 µM]	0%
COc1ccc(Cn2nc3n(c2=O)-c2ccccc2OC3)cc1	·	2%	1%	·	-4%	·	3%	14µM*	20%
CCC(C(=O)NC1CCCC1)N(C(=O)Cn1nnc(-c2ccc(OC)c(OC)c2)n1)c1cccc(O)c1 (stereo unspecified)	-1%	29%	11%	-1%	i	i	-19%	-6%	20%
CCOC(=O)c1ccccc1NC(=O)CSc1nncn1C	-5%	11%	-6%	-5%	i	i	-4%	-6%[9.22 µM]	13%
Cn1c(CNS(=O)(=O)c2ccc(Cl)cc2)cc(=O)n(C)c1=O	-1%	7%	-6%	3%	i	i	-2%	-26%	11%
CCn1cc(S(=O)(=O)c2cc(C)cc(C)c2)c(=O)c2cc(F)c(N3CCN(c4ccccc4)CC3)cc21	·	9%	-4%	·	-3%	·	-1%	0%	-8%
Cc1cccc(C)c1-n1c(C)cc(/C=N/NC(N)=S)c1C	9%	?	?	1%	i	i	?	11µM*	11µM*
Cc1cc(C)c(C)c(OCC(=O)NCCN(C)C)c1	-1%	-12%	-2%	2%	i	i	5%	-14%	?
CCCOc1ccc(C(=O)Nc2ccc(NC(=O)c3ccccc3)c(C)c2)cc1	·	3%	-4%	·	-5%	·	2%	27%	6%
O=C(c1ccncc1)N(Cc1ccccc1)Cc1nc2ccccc2c(=O)[nH]1	-3%	8%	-6%	-2%	-2%[57.5 µM]	i	-10%	-19%	10%
O=C(O)C(Cc1c[nH]c2ccccc12)NS(=O)(=O)c1ccc(Br)cc1 (stereo unspecified)	-2%	7%	9%	-4%	-23%	i	5%	-14%	1%
Cc1cc(C)cc(N(CC(=O)NC2CCCCCC2)S(=O)(=O)c2c(C)[nH]c(=O)[nH]c2=O)c1	-5%&-2%	6%	-10%	1%	-8%	i	7%	-2%	-11%
CCN(CC)S(=O)(=O)c1csc(C(=O)NC2CCCCC2)c1	4%	-12%	18%	0%	-18%	i	-13%	5%	-4%

Ordered by SMILES length (rising): four of the compounds above
canonical_smiles	aSyn yeast inh	FUS suppressor	Abeta yeast res	Mm-Cpn inhibitor	PTHR1 agonist	Akt phos inh	GLP1R cytotox	TDP43 rescue	GLP1R inv ag
CCN(CC)S(=O)(=O)c1csc(C(=O)NC2CCCCC2)c1	4%	-12%	18%	0%	-18%	i	-13%	5%	-4%
CC(C)(C)c1cc(CCC(=O)N2CCNCC2)c(C(C)(C)C)cc1O	10%	16%	14%	1%	i	i	-28%	17%	?
CCCOc1ccc(C(=O)Nc2ccc(NC(=O)c3ccccc3)c(C)c2)cc1	·	3%	-4%	·	-5%	·	2%	27%	6%
CCCCNC(=O)c1ccc(N2CCC3(CC2)OCCO3)c([N+](=O)[O-])c1	1%	14%	16%	0%	i	i	9%[1.53 µM]	21%	-20%

Among those listed so far, these have a nitro group on carbon:
canonical_smiles	aSyn yeast inh	FUS suppressor	Abeta yeast res	Mm-Cpn inhibitor	PTHR1 agonist	Akt phos inh	GLP1R cytotox	TDP43 rescue	GLP1R inv ag
CCOC(=O)CSc1nc(C)[nH]c1[N+](=O)[O-]	-9%	-17%	-4%	1%	0%	i	?	-2%	15%
CCCCNC(=O)c1ccc(N2CCC3(CC2)OCCO3)c([N+](=O)[O-])c1	1%	14%	16%	0%	i	i	9%[1.53 µM]	21%	-20%

Assay outcomes from PubChem.

A portion of the library. The share of hits here may be higher or lower than overall.
